ERK EGF inh: blocks ERK signaling stimulated by EGF. AID 1454. 0.41% of 130,000 active. HEK293-V1b, EGF-stimulated phospho-ERK AlphaScreen. Potency, µM (titrated, usually from 11.5 µM), for the others: at the top dose activity change, negative = inhibition, usual class: inhibitors; active = well fitted inhibition curve with a large enough effect; inconclusive = small, poorly fitted or top-dose-only effect, or effect the other way;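 also: plate controls were stimulated vehicle wells for no effect and unstimulated vehicle basal for full effect; nearly all actives have a fitted effect of over 55% in size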
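In this qHTS, HEK293 cells with stable type-1 vasopressin (V1b) receptor were exposed to compound at 37C for 30 min, stimulated 5 min with EGF at 25 nM, lysed, and probed for phospho-ERK by AlphaScreen.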
Active calls of the source: *; ? = inconclusive; [ ] = remark or other dose. Potency is read from the fitted curve at half-maximal effect.

SMILES	ERK EGF inh
C=CCN(CC=C)CCOc1ccccc1F	7.9%
CCCCC/C=C\C/C=C\CCCCCCCC(=O)NC(C)C(=O)O (stereo not drawn)	-2.7%
COc1ccc(-c2nc(CCNC(=O)c3ccco3)cs2)cc1OC	0.8%
COCCNC(=O)/C(C#N)=C/c1cn(CC(=O)NCc2ccco2)c2ccccc12	2.3%
COc1ccc(Cl)cc1CN1CCOCC1	-1.8%[57.5 µM]
CC(C)(C)CC(=O)Nc1ccc(S(=O)(=O)N2CCCC2)cc1	2.0%
COc1cccc(C(=O)Nc2ccccc2F)c1	-7.1%
O=C(COC(=O)c1cc(=O)[nH]c(=O)[nH]1)Nc1cccc(S(=O)(=O)N2CCCCC2)c1	-8.6%
Cc1cc(C)c2nc(N3CCC(C(=O)NCc4ccccn4)CC3)sc2c1	7.1%
CCN1C(=O)C(O)(CC(=O)c2cccc(-n3cccc3)c2)c2ccccc21 (stereo not drawn)	-13.0%
O=C(N/C=C/c1ccco1)Nc1cccc(Cl)c1	3.1%[57.5 µM]
CCC1(C)Cc2ccccc2-c2nc(NCCCO)[nH]c(=O)c21 (stereo not drawn)	4.1%[57.5 µM]
COC(=O)CC(c1ccc(F)cc1)n1c(C)ccc1C (stereo not drawn)	-3.8%
O=C(O)CCCCCNS(=O)(=O)/C=C/c1ccccc1	-5.6%
Clc1ccc(N/N=C/c2cccnc2)cc1	-2.0%
CCOc1ccccc1C(=O)NC1CC2CCCC(C1)N2Cc1ccccc1 (stereo not drawn)	-1.7%
CCOC(=O)C1(CCCc2ccccc2)CCN(Cc2nccn2CC)CC1	?
Cc1cc(NC(=O)CCC(=O)N(CC(=O)NC2CCCC2)Cc2cccs2)no1	2.5%
COc1ccc(CCNC(=O)CSCc2c(F)cccc2Cl)cc1OC	?
Cc1c(Nc2ccc3nonc3c2[N+](=O)[O-])c(=O)n(-c2ccccc2)n1C	-8.2%
CC(C(=O)NCCC1=CCCCC1)c1ccc([N+](=O)[O-])cc1 (stereo not drawn)	-2.9%
CN1C(C(=O)NCC2CC2)CC2Cn3c(nc4cc(Cl)c(Cl)cc43)C21 (stereo not drawn)	2.5%[57.5 µM]
Cc1nc(NC(=S)NC(=O)c2ccccc2)sc1C	-0.4%[57.5 µM]
Cc1cc(NC(=O)CN2C(=O)/C(=C/c3cccc(Br)c3)SC2=S)no1	-3.4%
Cc1cc(C)nc(SCCC(=O)N2CCOCC2)n1	3.7%
CC12CN3CC(C)(CN(C1)C3c1ccc(Br)cc1O)C2 (stereo not drawn)	2.6%[57.5 µM]
CCc1cc2ccccc2nc1Cl	-5.9%
CCOC(=O)c1c(NC(=O)CC2Nc3ccccc3NC2=O)sc(C)c1C (stereo not drawn)	0.3%
O=C(O)c1ccccc1CSC1=NCCS1	0.7%
CNC(=O)N(O)C1N(/N=C/c2cccs2)C(=S)SC1(C)C (stereo not drawn)	12.4%[57.5 µM]
CCC(C)[C@H](NC(=O)NCc1ccco1)C(=O)OC (stereo partly drawn)	12.2%[57.5 µM]
CCC(=O)Nc1ccc(-c2csc(C)n2)cc1	2.0%
Cc1ccc(C(=O)N2CCN(c3ccc([N+](=O)[O-])c(NCc4cccnc4)c3)CC2)cc1	4.8%
N[C@@]1(C(=O)O)CN[C@H](C(=O)O)C1	-10.8%
COc1ccc(N(C)S(=O)(=O)c2cccc(C(=O)NC3CCC(C)CC3)c2)cc1 (stereo not drawn)	3.6%
O=C(Cn1cc[n+](Cc2ccccc2)c1)c1ccc([N+](=O)[O-])cc1	4.9%
Cn1c(C(=O)OC(C(=O)NC2CCCC2)c2cccnc2)cc2sccc21 (stereo not drawn)	2.6%
COc1ccc(S(=O)(=O)N2CCOC2CNC(=O)C(=O)NCCCn2ccnc2)cc1OC (stereo not drawn)	3.8%
Cc1cc(C)cc(NC(=O)CCCSc2nc3ccccc3[nH]2)c1	4.6%
N#C/C(C(=O)N1CCOCC1)=c1/s/c(=C\c2ccccn2)c(=O)n1-c1ccccc1	-13.8%
CC1(c2nnc(-c3ccncc3)o2)CC(c2ccc(F)cc2)=NO1 (stereo not drawn)	4.5%[57.5 µM]
COc1ccc2c(c1)C(=O)[C@H](OC(=O)Nc1ccc(C)c(Br)c1)[C@@H](c1ccc(OC)c(Br)c1)O2	-4.6%
CCc1nc2ccccc2c(C(=O)NCc2ccc(OC)cc2)c1C	53.3%
Cc1ccc(OCCCC(=O)NC(C)c2ccccc2)c(C)c1 (stereo not drawn)	-5.8%
O=C(O)CSc1ccc(NC(=O)Nc2ccccc2F)cc1	5.7%[57.5 µM]
CC(=O)C1=C(O)CC(C)(C)CC1=NCCc1nc2ccccc2[nH]1	6.6%
C#Cc1ccc([C@@H]2C=C(C(=O)O)O[C@H](OCc3ccc(CO)cc3)C2)cc1	4.4%[57.5 µM]
O=C(C[n+]1cccc(NC(=O)c2ccccc2)c1)c1cccc([N+](=O)[O-])c1	-7.1%
CN1N=C(C(=O)N2CCc3c([nH]c4ccccc34)C2c2ccccc2Cl)CCC1=O (stereo not drawn)	-2.9%
Cc1n[nH]c(C)c1Cc1c(F)cccc1Cl	0.3%[57.5 µM]
COc1ccc(C(=O)NC2CCSC2=O)cc1 (stereo not drawn)	-6.4%
C=CCNC(=O)COC(=O)COc1ccc(Cl)cc1	2.7%
Cc1ccccc1NC(=S)N(CCN1CCCCC1)Cc1ccco1	6.4%
CC(C)CN(C(=O)CN1CCN(c2ccccc2O)CC1)c1c(N)n(CC(C)C)c(=O)[nH]c1=O	2.0%
Cc1ccc(NNC(=O)Nc2ccc(Cl)cc2)nn1	2.0%[57.5 µM]
CCOC(=O)N/N=C\c1ccc(OC(=O)c2ccc3c(c2)OCO3)cc1	10.0%
CC/C(=N\N=C1\SC(C)C(=O)N1Cc1ccco1)c1ccccc1 (stereo not drawn)	-2.6%
Cc1cc(NC(=O)CSc2nnc(-c3ccccc3)n2C)no1	5.6%
NC1=NC(=Nc2ccc(S(=O)(=O)N3CCOCC3)cc2)c2ccccc21	-2.7%[57.5 µM]
CCOc1cc(/C=N/Nc2nn3cnnc3c3ccccc23)ccc1O	10.3%[57.5 µM]
Further entries:
SMILES	ERK EGF inh
COc1cc2c(cc1OC)C(c1ccccc1)CC2=O (stereo not drawn)	0.1%[57.5 µM]
CN1CCN(CCC(=O)Nc2ccc3c(c2)OCO3)CC1	-8.3%
NNC(=O)CSCc1nc(-c2ccccc2)cs1	-0.5%[57.5 µM]
C=C(C)C(=O)N1CC2(CC(c3cccc(NC(=O)COc4ccc(Cl)cc4)c3)=NO2)C[C@@H]1C(N)=O (stereo partly drawn)	-7.0%[57.5 µM]
Cc1sc(NC(=O)Cn2c(=O)oc3ccccc32)nc1-c1ccc(Cl)cc1	-12.1%
CCCN1C(=O)c2cc(C(=O)Nc3ccc(OC)c(OC)c3)ccc2C1Nc1ccc(OC)c(OC)c1 (stereo not drawn)	-10.4%
C/C(=N/NC(=O)CNC(=O)/C=C/c1ccco1)c1ccc(Cl)cc1	11.8%
CCn1c(NCCCO)nc2c(c1=O)C(C)(CC)Cc1ccccc1-2 (stereo not drawn)	-8.0%[57.5 µM]
CC(C)CC(=O)Nc1sc2c(c1C(=O)O)CCCCC2	-3.8%
CCCCn1c(N)c(NCc2ccccc2OC)c(=O)[nH]c1=O	-5.9%
COc1ccc(C)cc1NC(=O)CNc1ccc(C(C)=O)cc1	-3.7%
COc1ccc(C(=O)c2ncc(C(F)(F)F)cc2Cl)cc1	7.0%
O=C(Cn1c2ccccc2c2nc3n(c(=O)c21)CCS3)Nc1ccccc1C(F)(F)F	-1.0%
CCN(CC)c1ccc(S(=O)(=O)N2CCOCC2)cc1NC(=O)CNCc1ccccc1	5.1%[57.5 µM]
N#CCCn1nc(-c2ccccc2)cc1Nc1ccccc1NC(=O)C(F)(F)F	-1.2%
COc1ccc(N2CCN(C(CNC(=O)C(=O)NCCc3c[nH]c4ccccc34)c3ccco3)CC2)cc1 (stereo not drawn)	11.6%
COc1ccc(NC(=O)CC2(Cc3ccccc3)CCOC(C)(C)C2)cc1 (stereo not drawn)	1.5%
CCn1cc([N+](=O)[O-])c(C(=O)N2N=C(c3ccc(O)c(OC)c3)CC2c2ccccc2O)n1 (stereo not drawn)	9.2%
Cc1cccc(NC(=S)NNC(=O)CCn2nc(C)c([N+](=O)[O-])c2C)c1	2.8%
CC(=O)C1C(=O)c2c(cccc2[N+](=O)[O-])C1=Nc1cccc(Cl)c1 (stereo not drawn)	-2.2%[57.5 µM]
CCOC(=O)C(=O)N/N=C/c1ccco1	-3.4%[57.5 µM]
CC(C)(C)OC(=O)NCc1n[nH]c(=S)n1C1CC1	37.0%[57.5 µM]
CCOc1ccc(-c2nn[nH]n2)cc1OCC	0.5%
O=C(c1ccc(F)cc1)N1CCN(c2cnn(-c3ccccc3)c(=O)c2Cl)CC1	6.7%
Cc1cccc(NC(=O)C(Cc2ccccc2)n2cccc2)c1 (stereo not drawn)	-0.6%[57.5 µM]
Cc1cc(Nc2cccc(O)c2)c2ccccc2n1	1.2%
COC(=O)c1ccc(NCN2C(=O)C3C4CCC(C4)C3C2=O)cc1 (stereo not drawn)	7.8%
CO[C@@H]1O[C@@H]2COC(c3ccccc3)O[C@@H]2[C@@H](OC)[C@@H]1O (stereo partly drawn)	-0.7%[57.5 µM]
CC(C)(C)n1nc2c(c1NC(=O)c1ccccc1)CS(=O)(=O)C2	3.5%
COc1ccc(/C=C/C(=O)N(C)C2CCS(=O)(=O)C2)cc1OC (stereo not drawn)	-4.3%
CC(=O)Oc1cc2c(cc1Cl)C(c1cccs1)CC1(CC(C)(C)NC(=S)N1)O2 (stereo not drawn)	3.8%
COc1ccc(-c2[nH]ncc2CN2CCN(Cc3cccs3)CC2)cc1F	-8.6%
Cc1cccc(-c2nc3ccccc3c(=O)n2NC(=O)c2cccs2)c1	1.2%
Cc1ccc(CN2CCN(/N=C/c3ccc(C(F)(F)F)cc3)CC2)cc1	-1.9%
CN1C(C)(C)CCCC1(C)C	3.9%
COC(=O)N/N=C/c1cccc([N+](=O)[O-])c1	3.9%[57.5 µM]
CC(=O)c1cccc(NC(=O)COC(=O)c2cccs2)c1	3.8%
COC(=O)[C@@H]1C[C@@]2(O)[C@H](O)[C@H](O)[C@H](O)C[C@H]2N1Cc1cc(OC)cc(OC)c1	-2.9%
OCCC1CN(Cc2cnc(N3CCCC3)s2)CCN1C1CCCC1 (stereo not drawn)	9.3%
O=C(CNC(=O)C1CCCCC1)Nc1ccc(F)c(Cl)c1	-2.5%
FC(F)(F)c1cc(-c2cccs2)nc2ncnn12	3.2%
COc1ccc(C2NC(=S)NC3=C2N2CCC3CC2)cc1 (stereo not drawn)	6.3%[57.5 µM]
CC1=NN(C(=O)Cc2ccccc2)C(O)(c2ccccc2)C1 (stereo not drawn)	22.1%
O=C(NNc1ccccc1Cl)C(O)(c1cccc(C(F)(F)F)c1)c1cccc(C(F)(F)F)c1	-3.1%
COc1ccc(NC(=O)C2CC(=O)N(Cc3ccc(C)cc3)C2)cc1S(=O)(=O)N1CCCCC1 (stereo not drawn)	1.6%

Some of these compounds in order of molecular weight, falling:
SMILES	ERK EGF inh
O=C(NNc1ccccc1Cl)C(O)(c1cccc(C(F)(F)F)c1)c1cccc(C(F)(F)F)c1	-3.1%
COc1ccc(NC(=O)C2CC(=O)N(Cc3ccc(C)cc3)C2)cc1S(=O)(=O)N1CCCCC1 (stereo not drawn)	1.6%
CC(=O)Oc1cc2c(cc1Cl)C(c1cccs1)CC1(CC(C)(C)NC(=S)N1)O2 (stereo not drawn)	3.8%
COC(=O)[C@@H]1C[C@@]2(O)[C@H](O)[C@H](O)[C@H](O)C[C@H]2N1Cc1cc(OC)cc(OC)c1	-2.9%
COc1ccc(-c2[nH]ncc2CN2CCN(Cc3cccs3)CC2)cc1F	-8.6%
OCCC1CN(Cc2cnc(N3CCCC3)s2)CCN1C1CCCC1 (stereo not drawn)	9.3%
Cc1ccc(CN2CCN(/N=C/c3ccc(C(F)(F)F)cc3)CC2)cc1	-1.9%
COc1ccc(/C=C/C(=O)N(C)C2CCS(=O)(=O)C2)cc1OC (stereo not drawn)	-4.3%
CC(C)(C)n1nc2c(c1NC(=O)c1ccccc1)CS(=O)(=O)C2	3.5%
COC(=O)c1ccc(NCN2C(=O)C3C4CCC(C4)C3C2=O)cc1 (stereo not drawn)	7.8%
O=C(CNC(=O)C1CCCCC1)Nc1ccc(F)c(Cl)c1	-2.5%
CC(=O)c1cccc(NC(=O)COC(=O)c2cccs2)c1	3.8%
COc1ccc(C2NC(=S)NC3=C2N2CCC3CC2)cc1 (stereo not drawn)	6.3%[57.5 µM]
CC1=NN(C(=O)Cc2ccccc2)C(O)(c2ccccc2)C1 (stereo not drawn)	22.1%
FC(F)(F)c1cc(-c2cccs2)nc2ncnn12	3.2%
Cc1cc(Nc2cccc(O)c2)c2ccccc2n1	1.2%
COC(=O)N/N=C/c1cccc([N+](=O)[O-])c1	3.9%[57.5 µM]

Remaining list, next part.
SMILES	ERK EGF inh
CCCCSc1n[nH]c(N)n1	-4.0%
Cc1cccc(C)c1NC(=O)Nc1ccc2c(c1)OCO2	-1.1%
CC(C)(C)S(=O)(=O)c1ccc(S(=O)(=O)C(C)(C)C)s1	7.2%
Cc1noc(NS(=O)(=O)c2ccc(N/C=C\C(=O)c3cccc4ccccc34)cc2)c1C	-5.5%
CCc1cccc(NC(=O)NC(=O)Cn2nnc(C(=O)OC)c2C(=O)OC)c1	-24.8%
Cc1cccc(-n2cnc3sc(C)c(C)c3c2=O)c1	-0.9%[57.5 µM]
O=C(Nc1nccs1)c1cc(-c2ccncc2)nc2ccccc12	6.2%
CCC(Sc1nc2cc(OC)c(OC)cc2c(=O)n1CCc1ccc(S(N)(=O)=O)cc1)C(=O)NCCOC (stereo not drawn)	-4.4%
O=C(CCn1c2c(c3ccccc31)CCCC2)NNC(=O)c1ccccc1Cl	-1.4%
CCOc1ccccc1NC(=O)C(NCC1(N2CCCCC2)CCCCC1)c1ccccc1 (stereo not drawn)	-6.5%
Cc1ccc(C(C#N)c2ccc(Cl)nn2)cc1 (stereo not drawn)	-15.7%

Source: PubChem

Some of the compounds tested; count on the stated rates, not on these rows.
